Compound activity as filed in PubChem.
AT treatment – qHTS Assay for Identifying a Potential Treatment of Ataxia-Telangiectasia; […] A-T fibroblasts, KAP-1 phosphorylation AlphaLISA; neocarzinostatin DNA damage 30 min before lysis; Potency, µM (titrated, usually from 57.5 µM), for inactives: top-dose activation, usual class: activators; 320,000 compounds, 0.19% hits; note: potency is the fitted concentration of half-maximal effect; % of control where 0% means no effect; nearly all actives have a fitted effect of over 45% in size
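hTERT-immortalized A-T patient fibroblasts ([…]), 500 cells/well in OPTI-MEM, 1% FBS, got compounds for 60 min, then NCS for 30 min at 37C. Lysates were then assayed for phospho-KAP-1 by AlphaLISA (anti-pKAP1 donor, anti-KAP1 acceptor beads), 6 hr at 25C.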
ELG1 DNA repair – qHTS screen for small molecules that inhibit ELG1-dependent DNA repair in human embryonic kidney (HEK293T) cells expressing luciferase-tagged ELG1; 330,000 compounds, 2.3% hits; Potency, µM (highest dose often 46.1 µM), for inactives: at the top dose activity change, negative = inhibition, actives largely listed as inhibitors; HEK293T ELG1-luciferase reporter, luminescence, 16 h; DNA damage induced by 5-fluorouridine; note: potency is the fitted concentration of half-maximal effect; % is set by controls: 0 for no effect and ±100 for the full control effect; nearly all actives have a fitted effect of over 55% in size
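5-Fluorouridine DNA damage + compound/DMSO, 2,000 cells/well, 16 h, 37 °C/5% CO2. ONE-Glo, 30 min RT, luminescence. Readout = decrease in reporter signal.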
CXXC DNA block – qHTS Fluorescence Polarization Assay for Inhibitors of MLL CXXC domain - DNA interaction; 290,000 compounds, 0.037% hits; Potency, µM (highest dose often 115 µM), inactives show at the highest dose activity change, negative = inhibition, actives largely listed as inhibitors; MLL-CXXC / FITC-HOXA9 DNA fluorescence polarization; active = well fitted inhibition curve with a large enough effect in the polarisation, with a control signal flat, not every such curve was filed as active; inconclusive = small, poorly fitted or top-dose-only effect, or effect the other way, or a change in a side signal; inactive = no such curve, though single readings can be large or run the other way; the % refers to the polarisation; note: potency is the fitted concentration of half-maximal effect
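Fluorescence polarization: 7 uM MLL-CXXC (stock) preincubated 5 min with compounds, then 50 nM fluorescein-HOX-A9 DNA (stock) added; 30 min ambient. Buffer 50 mM Tris-HCl pH 7.5, 50 mM NaCl, 1 mM DTT, 0.05% BSA.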
TRPV1 ag – HTS Assay for Compounds that Act as Agonists of the Vanilloid Receptor 1; Transient receptor potential cation channel subfamily V member 1 (Homo sapiens), Q8NER1; 320,000 compounds, 0.19% hits; TRPV1-expressing cells, Fluo-8 calcium influx, agonist mode; AID 540275, 2011; activation, % at 8.33 µM; in the data active = activation above about 80%; inconclusive = between about 30% and that limit; note: 0% is about no effect
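Fluo-8 calcium influx in TRPV1-expressing cells, kinetic read (ex 480/em 520 nm). Compound added and read 3 min for agonist activity, followed by capsaicin at EC20 final and 2 min further read for enhancement.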
BRCA1 expr act – qHTS Assay to Identify Small Molecule Activators of BRCA1 Expression; MCF7-BRCA1-FFLuc reporter, luminescence, 48 h; response scale: scaled: vehicle 0%, 10 µM genistein 100%; Potency, µM (titrated, usually from 46.1 µM), for the others: top-dose activation, usual class: activators; 380,000 compounds, 1.1% hits; AID 624202, 2012; note: potency is the fitted concentration of half-maximal effect; nearly all actives have a fitted effect of over 80% in size; some results filed as inactive show a strong effect at the top dose
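Using MCF7 cells harboring a BRCA1 firefly luciferase reporter, plated 2 h before compound pinning, the screen measured luminescence after 48 h incubation. Responses were normalized to DMSO and 10 microM genistein, then fitted for concentration-effect.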
B2AR arrestin – qHTS assay of beta-arrestin-biased ligands of beta2-adrenergic receptor; Beta-2 adrenergic receptor (Homo sapiens), P07550; beta-arrestin recruitment to beta2AR, cell-based reporter; Potency, µM (titrated, usually from 46.1 µM), for the others: top-dose activation, hits mostly activators; 330,000 compounds, 0.02% hits;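 note: potency is the fitted concentration of half-maximal effect; 0% = DMSO controls and full agonism = EC100 isoproterenol or metaproterenol; nearly all actives have a fitted effect of over 65% in size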
Target sequence (P07550 whole entry, looked up): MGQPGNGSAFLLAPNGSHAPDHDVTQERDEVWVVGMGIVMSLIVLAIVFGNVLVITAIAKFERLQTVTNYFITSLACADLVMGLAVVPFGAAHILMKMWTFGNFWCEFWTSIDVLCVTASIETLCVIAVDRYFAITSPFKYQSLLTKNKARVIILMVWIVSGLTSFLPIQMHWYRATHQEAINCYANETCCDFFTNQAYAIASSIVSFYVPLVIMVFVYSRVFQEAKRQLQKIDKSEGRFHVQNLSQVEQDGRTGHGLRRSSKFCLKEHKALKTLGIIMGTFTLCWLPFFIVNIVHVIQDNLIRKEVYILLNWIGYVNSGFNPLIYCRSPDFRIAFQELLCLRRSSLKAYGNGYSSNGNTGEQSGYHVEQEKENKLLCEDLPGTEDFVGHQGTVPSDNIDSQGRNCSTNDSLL
TSG101-PTAP inh – qHTS Assay for Iinhibitors of HIV-1 Budding by Blocking the Interaction of PTAP/TSG101. Fluorescence polarization, FITC-PTAP peptide / Tsg101 binding. 340,000 tested, under 10 active. Tumor susceptibility gene 101 protein (Homo sapiens), Q99816. Potency, µM (highest dose often 115 µM), for inactives: at the highest dose activity change, negative = inhibition, actives largely listed as inhibitors; active = well fitted inhibition curve with a large enough effect in the main read-out, with a control signal flat, not every such curve was filed as active; inconclusive = small, poorly fitted or top-dose-only effect, or effect the other way, or a change in a side signal; inactive = no such curve, though single readings can be large or run the other way; note: potency is the fitted concentration of half-maximal effect; % of control where 0% means no effect
Target sequence (Q99816 whole entry, looked up): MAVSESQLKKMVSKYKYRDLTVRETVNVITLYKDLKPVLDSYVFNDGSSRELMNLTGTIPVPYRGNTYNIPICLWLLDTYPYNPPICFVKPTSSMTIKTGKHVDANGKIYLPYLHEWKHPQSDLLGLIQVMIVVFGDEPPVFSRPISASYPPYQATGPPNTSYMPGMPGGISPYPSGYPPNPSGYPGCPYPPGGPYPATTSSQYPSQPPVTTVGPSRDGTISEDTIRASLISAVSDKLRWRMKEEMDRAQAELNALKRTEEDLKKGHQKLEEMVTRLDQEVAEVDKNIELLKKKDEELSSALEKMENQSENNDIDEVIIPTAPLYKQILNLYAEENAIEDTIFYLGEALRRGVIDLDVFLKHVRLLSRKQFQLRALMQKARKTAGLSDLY
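Fluorescence anisotropy tracks displacement of a FITC-tagged PTAP peptide (50 nM) from the Tsg101 binding domain (10 uM), following a 20 min room-temperature incubation at pH 7.5.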
p53 reactivator – qHTS assay for re-activators of p53 using a Luc reporter. Potency, µM (highest dose often 92.2 µM), without a hit: top-dose activity change, positive = activation, hits mostly activators. H1299 p53-A138V BP100-luciferase reporter, luminescence, 24 h. 320,000 compounds, 0.063% hits; note: potency is the fitted concentration of half-maximal effect; % of control where 0% means no effect; nearly all actives have a fitted effect of over 45% in size
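p53-null H1299 cells stably carrying temperature-sensitive p53-A138V and a BP100-luciferase reporter were pinned with compounds (4-point, 1:5 series) and held 24 hrs at 37 deg C. Luminescence was read 10 min after detection reagent.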
a7 integrin act – qHTS for Activators of Integrin-Mediated Alleviation for Muscular Dystrophy; alpha7betagal myoblasts, beta-gal FDG fluorescence, 48 h; Potency, µM (series often up to 38.3 µM), for inactives: top-dose activation, usual class: activators; 350,000 compounds, 0.064% hits; AID 624291, 2012;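 note: potency is the fitted concentration of half-maximal effect; 100% = response of the positive control SU9516; nearly all actives have a fitted effect of over 60% in size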
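Alpha7betagal+/- myoblasts (passage 13) were plated 16-24 hr, then exposed to compounds (1:260 dilution of DMSO stock) for 48 hours at 37C. After MPER lysis, β-galactosidase reporter activity was read as FDG fluorescence (ex 480/em 540) after 30 minutes.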
TCR act – Activators of T cell receptors: qHTS campaign. 330,000 tested, under 10 active. Potency, µM (top dose mostly 9.22 µM), inactives show at the top dose activation of IL-2 secretion, actives largely listed as activators. primary human leukocytes, anti-CD3, IL-2 HTRF, 48 h; note: % of control where 0% means no effect
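Readout: HTRF IL-2, Eu-cryptate/d2 antibody pair, 320nm excitation, 665nm emission. Stimulus: a-CD3 beads, no co-stimulation. Cells: primary human leukocytes. Exposure: 48 hr with compound.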
Active calls of the source: *; u = inconclusive; x = no result given; [ ] = another dose, or the depositor's remark. Unless noted, calls come from the whole dose curve; as a rule, active = well fitted curve in the direction sought with a large enough effect; inconclusive = small, poorly fitted or top-dose-only effect, or another doubt; inactive = no such curve, though single readings can be large; an effect the other way counts as inactive or inconclusive.

nr	Structure	AT treatment	ELG1 DNA repair	CXXC DNA block	TRPV1 ag	BRCA1 expr act	B2AR arrestin	TSG101-PTAP inh	p53 reactivator	a7 integrin act	TCR act
1	O=S(=O)(c1ccc(F)cc1)N1CCN(c2ccccn2)CC1	-1%	6%	29%	10	5%	-0.2%	-3%	-5%	2%	0%
2	Cn1cccc1C(C#N)(CC#N)c1cccc(F)c1C#N (stereo unspecified)	1%	1%	9%	1	-1%	0.0%	-1%	4%	0%	-4%
3	O=C(NCCN1CCc2ccccc2C1)Nc1ccc([N+](=O)[O-])cc1	1%	u	3%	1	3%	0.2%	-7%	0%	-17%	-3%
4	COC(=O)c1cccc(NC(=O)CSc2nnc(C3CC3)n2C)c1	-5%	0%	4%	0	-1%	-0.8%	-1%	0%	-14%	6%
5	O=C1c2ccccc2C(=O)N1OCCCN1C(=O)c2ccccc2S1(=O)=O	x	x	x	x	-10%	x	-2%	x	21%	-5%
6	COc1cc(C(F)(F)F)nc(-c2ccccn2)n1	0%	26%	-3%	1	-30%	-0.1%	-4%	1%	-44%	-22%
7	O=C(CNC(=O)c1ccccc1)N/N=C/c1cn[nH]c1-c1ccccc1	-2%	-16%	-9%	-7	-7%	-0.5%	0%	-13%	-15%	-1%[46.1 µM]
8	O=C(CCNS(=O)(=O)c1ccc(OC(F)(F)F)cc1)NCCc1c[nH]c2ccccc12	-5%	-11%	x	-1	-47%	0.3%	2%	5%	0%	0%
9	Cc1ccccc1N(Cc1ccccc1F)S(C)(=O)=O	x	-2%	9%	-3	3%	-0.1%	-7%	1%	-10%[7.66 µM]	1%
10	CN(C)c1ccc(/C=[N+](\[O-])C(C)(C)/C=N/O)cc1	2%	5%	-14%	3	16%	0.2%	-7%	0%	6%[7.66 µM]	11%
11	COc1ccc(NC2CCCN(C(=O)C3=NN(C)C(=O)CC3)C2)cc1OC (stereo unspecified)	2%	2%	22%	1	-1%	0.0%	-4%	-1%	-27%	7%
12	CCOCc1c(C(=O)Nc2ccccc2N2CCN(C)CC2)oc2ccccc12	12%	u	x	15	-47%	0.0%	-2%	-11%	-47%[inhibitor]	-1%
13	COCC(C)n1c(SC(C)C(=O)NC2CCCCC2C)nc2ccccc2c1=O (stereo unspecified)	4%	-1%	-8%	30	-28%	-0.5%	0%	5%	14%	1%
14	CCOc1ccccc1NC(=O)c1cccc2ccccc12	4%	-11%	1%	4	-59%	3.0%	1%	1%	-5%	x
15	CCOC(=O)C1(CCCc2ccccc2)CCN(C(=O)CCn2cncn2)CC1	-3%[11.5 µM]	-7%	0%	5	-16%	0.0%	1%	1%	-12%	9%
16	COc1ccc(C2CC2/C(=N/OC(=O)c2cccs2)c2ccccc2)cc1 (stereo unspecified)	16%	u	-1%	11	7.1µM*	0.2%	-1%	u	16%	2%
17	COc1cccc(-c2cc(C(=O)Nc3ccc4c(c3)OCCO4)c3ccccc3n2)c1	8%	u	19%	8	x	-0.1%	x	-4%	x	x
18	COc1ccccc1/C=C/C(C)=O	-3%	2%	-11%	-1	-20%	-1.7%	0%	17%	-21%	-1%[46.1 µM]
19	Cc1nc(CSc2nnc3scc(-c4ccc(Cl)cc4)n23)cs1	x	u	16%	u	-24%	-0.6%	-4%	1%	-29%[7.66 µM]	-6%
20	COc1cccc(-c2nnc(SCC(N)=O)n2-c2ccc(Cl)cc2)c1	0%	2%	5%	-2	-13%	-0.1%	-9%	-10%	-40%	-1%

Screen by screen, from the results shown:
TRPV1 ag, nos. 13 to 16 → 30, 4, 5, 11
TCR act, nos. 13 to 16 → 1%, x, 9%, 2%

Continued:
nr	Structure	AT treatment	ELG1 DNA repair	CXXC DNA block	TRPV1 ag	BRCA1 expr act	B2AR arrestin	TSG101-PTAP inh	p53 reactivator	a7 integrin act	TCR act
21	OCC[C@@H]1C[C@@H](O)[C@H](O)[C@@]2(CCCc3ccccc3O2)O1	-3%	10%	10%	3	-5%	-0.3%	-4%	x	-5%	6%
22	O=C(CCCCCN1C(=O)c2cccc3cccc(c23)C1=O)N1CCOCC1	2%	u	10%	2	-1%	-0.6%	-2%	2%	-5%	7%[46.1 µM]
23	COc1cc(C(=O)O)c2ccccc2n1	4%	-6%	1%	0	10%	-0.1%	-8%	1%	0%	-3%
24	COc1ccc(N(CC(=O)N/N=C/c2cccc3c2OCCO3)S(=O)(=O)c2ccc(NC(C)=O)cc2)cc1	-4%	-2%	3%	6	-2%	-0.5%	-2%	0%	18%	12%
25	OCCN(Cc1ccccc1)Cc1ccccc1O	-2%	1%	0%	6	2%	0.0%	-10%	-2%	-1%	-3%
26	CN1CCN(NC(=S)NC2CCCCC2)CC1	7%	18%	16%	-2	15%	-0.4%	0%	1%	15%	-2%[46.1 µM]
27	CO/N=C/C(NC(=O)c1ccc(C(F)(F)F)cc1)C(=O)OC (stereo unspecified)	3%	16%	0%	3	-13%	0.1%	1%	4%	-10%	1%
28	CC1CN(c2ccc(C(=O)c3ccccc3C(=O)O)cc2[N+](=O)[O-])CC(C)O1 (stereo unspecified)	-1%	u	-13%	-2	1%	0.0%	0%	-1%	3%	-5%
29	Cc1ccc(C2=NOC(C)(c3nnc(-c4ccncc4)o3)C2)cc1 (stereo unspecified)	x	x	x	x	12%	x	-3%	x	14%	2%
30	CCOC(=O)C1CCN(CCC(=O)Nc2ccc(Cl)cc2)CC1	1%	-12%	5%	6	2%	-0.1%	1%	-3%	-2%	6%

The list goes on; it opens with the two that closed the last part.
nr	Structure	AT treatment	ELG1 DNA repair	CXXC DNA block	TRPV1 ag	BRCA1 expr act	B2AR arrestin	TSG101-PTAP inh	p53 reactivator	a7 integrin act	TCR act
29	Cc1ccc(C2=NOC(C)(c3nnc(-c4ccncc4)o3)C2)cc1 (stereo unspecified)	x	x	x	x	12%	x	-3%	x	14%	2%
30	CCOC(=O)C1CCN(CCC(=O)Nc2ccc(Cl)cc2)CC1	1%	-12%	5%	6	2%	-0.1%	1%	-3%	-2%	6%
31	CC1CCCN(c2cc(N(C)CCO)c([N+](=O)[O-])c3nonc23)C1 (stereo unspecified)	-3%	2%	16%	1	4%	-1.4%	1%	3%	15%	-2%
32	C=C(C)COc1ccc(-c2[nH]ncc2Oc2cccc(OC)c2)c(O)c1	5%	1%	-5%	23	-78%	-0.1%	7%	-17%	-44%	2%
33	CCOC(=O)C1C(=O)NC(SCC(=O)Nc2nccs2)=C(C#N)C1c1ccccc1OCC (stereo unspecified)	-1%	-16%	7%	0	-30%	-0.1%	-1%	4%	-35%	-2%[46.1 µM]
34	Cc1ccc(C(=O)CNc2nc3c(c(=O)[nH]c(=O)n3C)n2Cc2ccccc2)cc1	-1%	20%	-17%	-1	-9%	-0.9%	-1%	-1%	15%	0%
35	O=C(NCCNC(=O)c1ccccc1F)c1ccccn1	-2%	19%	-5%	0	-3%	0.0%	-2%	4%	22%	-2%
36	O=C(NNC(=O)C1CCCCC1)c1cnccn1	-4%	6%	-9%	-1	-17%	0.1%	1%	-4%	-4%	3%
37	Cc1cccc(CCNC(=O)C2CCN(S(=O)(=O)N3CCOCC3)CC2)c1	0%	-12%	3%	1	-22%	0.0%	-5%	-1%	u	6%
38	COc1ccccc1/C=C/C(=O)OCCN1CCOCC1	12%	u	-5%	-5	11%	-0.3%	-6%	u	-23%	0%[46.1 µM]
39	CC(=O)Nc1ccc(NC(=O)N(c2ccccc2)c2ccccc2)cc1	-3%	20%	-1%	2	3%	0.4%	-5%	1%	-16%	3%
40	CCOC(=O)CSc1nc2ccccc2n2cnnc12	x	u	28%	-1	0%	0.0%	-7%	u	12%	7%
41	Cc1cccc(NC(=O)CCCc2ccccc2)c1	22%	u	-1%	u	-6%	0.2%	-2%	x	23%	-4%
42	CC(CC(=O)NCCc1ccc(S(N)(=O)=O)cc1)c1ccccc1 (stereo unspecified)	12%	2%	-4%	5	0%	-0.4%	-6%	1%	-3%	x
43	O=C(NCc1ccccc1)C(c1cccnc1)N(C(=O)c1ccccn1)c1cccc(F)c1 (stereo unspecified)	-12%	1%	5%	15	1%	-0.1%	-1%	0%	-17%	-3%
44	COc1ccc(CNC(=O)CN2C(=O)NC(C)(c3cccc(Br)c3)C2=O)cc1 (stereo unspecified)	0%	17%	-3%	16	-3%	0.2%	-7%	1%	18%	4%
45	O=C(CCS(=O)(=O)c1cc(Br)cc2c1N(C(=O)C1CC1)CC2)NCc1ccco1	x	u	2%	-1	-22%	-2.2%	-4%	-3%	-25%	1%
46	COc1cc(OC)cc(-n2nnnc2SCC(=O)NCc2ccc3c(c2)OCO3)c1	-19%	-16%	1%	15	5%	0.4%	-5%	-4%	6%	3%
